Screening data from PubChem BioAssay.
RBX1-CUL1 inh: human ROC1-CUL1 E3 ligase inhibition; 140,000 tested, 0.6% active; in vitro K48 di-Ub FRET, acceptor:donor ratio, 45 min; inhibition, % at 10 µM; AID 1347404; in the data active = inhibition above about 25%
Target sequence (P62877 whole entry, looked up): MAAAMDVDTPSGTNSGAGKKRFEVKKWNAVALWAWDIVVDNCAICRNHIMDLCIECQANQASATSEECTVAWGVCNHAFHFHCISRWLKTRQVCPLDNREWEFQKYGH
Target sequence (Q13616 whole entry, looked up): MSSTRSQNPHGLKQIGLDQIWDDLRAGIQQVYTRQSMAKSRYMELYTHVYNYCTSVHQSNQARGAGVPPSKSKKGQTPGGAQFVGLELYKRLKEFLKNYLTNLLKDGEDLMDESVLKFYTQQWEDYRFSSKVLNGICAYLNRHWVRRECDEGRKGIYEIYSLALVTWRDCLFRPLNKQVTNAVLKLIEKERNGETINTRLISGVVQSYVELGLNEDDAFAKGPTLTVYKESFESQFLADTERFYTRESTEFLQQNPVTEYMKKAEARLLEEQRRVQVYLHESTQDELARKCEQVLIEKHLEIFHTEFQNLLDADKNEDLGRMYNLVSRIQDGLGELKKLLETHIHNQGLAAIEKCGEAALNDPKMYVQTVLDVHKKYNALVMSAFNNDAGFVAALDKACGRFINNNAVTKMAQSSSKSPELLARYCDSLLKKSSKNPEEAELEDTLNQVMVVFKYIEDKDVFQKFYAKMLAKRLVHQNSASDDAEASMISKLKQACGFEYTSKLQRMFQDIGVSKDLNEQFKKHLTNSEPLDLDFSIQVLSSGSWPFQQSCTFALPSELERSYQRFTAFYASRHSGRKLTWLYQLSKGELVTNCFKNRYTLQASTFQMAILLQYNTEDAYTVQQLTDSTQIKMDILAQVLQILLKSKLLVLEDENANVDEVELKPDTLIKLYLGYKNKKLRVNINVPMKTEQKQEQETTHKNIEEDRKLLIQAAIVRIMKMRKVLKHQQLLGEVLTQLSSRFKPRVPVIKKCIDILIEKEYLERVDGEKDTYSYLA
Active calls of the source: *. Not all compounds are listed; count on the stated rates, not on these rows.

mol	RBX1-CUL1 inh
CCc1cc(S(=O)(=O)N2CCN=C2c2ccccc2)ccc1OC	-5.9
O=C(c1ccc(N2CCC(NCC3C4CC5CC(C4)CC3C5)CC2)cc1)N1CCOCC1 (stereo unspecified)	5.3
Clc1ccc(C2SCCCS2)cc1Cl	11.8
CC(C)(C)CC(=O)N1CCC(N2CCCC(C(=O)NC3CC3)C2)CC1 (stereo unspecified)	-2.1
CCN(CC)S(=O)(=O)c1ccc(NC(=O)Cc2ccc(OC)cc2)cc1	5.4
C=CCOc1ccc(C2C3=C(CCCC3=O)N(CC(=O)O)C3=C2C(=O)CCC3)cc1	11.3
Cc1cc(C)cc(NC(=O)NCc2noc3ccccc23)c1	4.4
Cn1c(Cc2ccccc2)nnc1SCC(=O)Nc1ccccc1F	-2.5
N#Cc1ccc(/C=N/Nc2ccccc2[N+](=O)[O-])cc1	-3.0
CCOc1ccc(/C=C2\C(=O)NC(=S)N(c3cccc(C)c3C)C2=O)cc1	-1.4
Cc1ccc(NC(=O)c2c(C)oc3ccc(O)c(CN4CCCC4)c23)c(C)c1	-16.0
COc1cc(NC(=S)NC(NC(=O)c2ccccc2C)C(Cl)(Cl)Cl)cc([N+](=O)[O-])c1 (stereo unspecified)	-5.1
Cc1noc(C)c1C(=O)NC(C)c1ccc(C(C)C)cc1 (stereo unspecified)	-10.5
CCOC(=O)c1c(CSc2ccccc2)oc2ccc(O)c(CN(C)C)c12	2.5
Cc1cccc(-n2ccnc2SCC(=O)Nc2cc(C(F)(F)F)ccc2Cl)c1	11.9
CCOCCOC(=O)NC1Cc2ccccc2Sc2ccc(Cl)cc21 (stereo unspecified)	2.7
Cc1ccc(Cl)cc1N1CCN(C(=O)c2cc(S(=O)(=O)N3CCCC3)cn2C)CC1	5.7
CCS(=O)(=O)NCc1c(C)ncc2c1CCN(C(=O)C1(c3ccc(OC)cc3)CCCC1)C2	-1.5
CCCc1cc(=O)[nH]c(SC)n1	-0.1
C=C(C)CN(C)Cc1cnc(S(C)(=O)=O)n1CC1CCCO1 (stereo unspecified)	8.7

Pulled by structure from the entries so far:
mol	RBX1-CUL1 inh
O=C(c1ccc(N2CCC(NCC3C4CC5CC(C4)CC3C5)CC2)cc1)N1CCOCC1 (stereo unspecified)	5.3
CCOC(=O)c1c(CSc2ccccc2)oc2ccc(O)c(CN(C)C)c12	2.5
CCN(CC)S(=O)(=O)c1ccc(NC(=O)Cc2ccc(OC)cc2)cc1	5.4
CCS(=O)(=O)NCc1c(C)ncc2c1CCN(C(=O)C1(c3ccc(OC)cc3)CCCC1)C2	-1.5
CCOCCOC(=O)NC1Cc2ccccc2Sc2ccc(Cl)cc21 (stereo unspecified)	2.7
CCCc1cc(=O)[nH]c(SC)n1	-0.1
CCOc1ccc(/C=C2\C(=O)NC(=S)N(c3cccc(C)c3C)C2=O)cc1	-1.4

Next part:
mol	RBX1-CUL1 inh
COc1ccc(OC(=O)c2ccc(C(C)(C)C)cc2)cc1	-3.7
Cc1cc(C)c(S(=O)(=O)Nc2ccc(-c3ccc(N4CCCCC4)nn3)cc2)c(C)c1	7.7
Cc1ccc(C)c(S(=O)(=O)Nc2ccc(C(=O)Nc3ccccc3F)cc2)c1	-3.1
CC(=O)Nc1cc(C(=O)N2CCC(c3ccc(F)cc3)C2)c2c(c1)nc(C)n2Cc1ccccc1 (stereo unspecified)	3.8
CCCn1c(=O)c2c(nc3n2C(C)C(C)=NN3CC(C)C)n(C)c1=O (stereo unspecified)	3.7
COc1ccc(NC(=O)c2cccn2-c2nnc(N3CCCCC3)s2)c(OC)c1	-0.9
Cc1cc(=O)[nH]c(SCC(=O)OC2CC(C)CCC2C(C)C)n1 (stereo unspecified)	-0.7
CSc1nc2ccc(S(=O)(=O)NCCOc3ccc(Cl)cc3)cc2s1	2.4
CCOc1c(OC)cccc1C1C(C(=O)OC)=C(C)NC2=C1C(=O)CCC2 (stereo unspecified)	3.5
C=CCN1C(=S)N(c2ccc(Br)cc2)C2CS(=O)(=O)CC21 (stereo unspecified)	4.5
COc1cc(OC)c(NC(=O)c2nn(C)c3c2COc2ccccc2-3)cc1Cl	-5.5
CC(C)(C)OC(=O)N1CCC(c2c(C(=O)N3CCOCC3)cnn2-c2ccccc2Cl)CC1	4.8
O=C(COc1ccc(Cl)cc1Cl)OC1CCCC1	-6.3
Cc1ccc(N2C(=O)CSC23C(=O)N(CC(=O)NCc2ccccc2)c2ccccc23)cc1 (stereo unspecified)	1.6
COc1ccc(N2CC(C(=O)Oc3ccc(Br)cc3)CC2=O)cc1 (stereo unspecified)	6.1
COC(=O)c1ccc(NC(=O)C(C)Oc2ccccc2C)cc1 (stereo unspecified)	-1.9
CC(C)NS(=O)(=O)c1cnccc1N1CCN(CCO)CC1	1.2
CCc1ccc(NC(=O)CC(NCc2cccnc2)C(=O)O)cc1 (stereo unspecified)	2.2
Cc1ccc(NC(=O)c2ccc(=O)n(Cc3ccccc3C)c2)c(C)c1	-2.3
Cc1ccc2cccc(OS(C)(=O)=O)c2n1	-14.0
O=C1[C@@H]2C3C=CC(O3)[C@H]2C(=O)N1CNc1ccccc1Cl	9.5
CCOC(=O)c1ccc(S(=O)(=O)N2CCC(C)CC2)cc1	2.1
COc1ccc(NC(=O)CC2C(=O)N(c3cccc(OC)c3)C(=O)N2CCc2cccs2)cc1 (stereo unspecified)	-7.2
CCc1ccc(S(=O)(=O)c2nnn(-c3cccc(C)c3)c2N)cc1	-7.7
COc1ccc(C(=O)N2CCc3c(cnc(C)c3CNC(=O)c3ccccc3SC)C2)cc1F	-3.0
O=C(Cc1cccs1)N/N=C\c1cccc(OC(=O)c2ccc3c(c2)OCO3)c1	-2.2
Cc1ccc(-c2cc(C(F)F)n3ncc(C(=O)Nc4cccc(S(=O)(=O)N5CCOCC5)c4)c3n2)cc1	-5.1
COc1ccc(OCc2cccc(C(=O)N3CCN(c4ccc(OC)cc4)CC3)c2)cc1	1.0
CCOC(=O)c1ccc(CNC(=O)c2n[nH]c(=O)c3ccccc23)o1	9.4
CC1CN(C(=O)Nc2ccc(C(=O)NCCc3ccc(Cl)cc3)cc2)c2ccccc2S1 (stereo unspecified)	-8.6
CC1=NN(C(=O)c2cccc(C)c2O)C(O)(C(F)(F)F)C1 (stereo unspecified)	6.6
CC1C(N2CCC(C(=O)NCCc3ccco3)CC2)NS(=O)(=O)C1c1ccc(Cl)cc1 (stereo unspecified)	2.5
c1ccc(-c2cc3sc4ccccc4n3c2)cc1	-4.4
COc1ccc(S(=O)(=O)Nc2cccc(-c3cn4cccc(C)c4n3)c2)cc1C	2.7
O=C(Nc1sc2c(c1C(=O)NCc1ccco1)CCCC2)c1cc(=O)c2ccccc2o1	5.3
Cc1cccn2c(=O)c3cc(S(=O)(=O)c4ccc(Cl)cc4)c(=N)n(Cc4ccccc4)c3nc12	1.7
O=C1C=C(c2ccccc2)C[C@H](c2cccs2)[C@H]1n1nnc2ccccc21	-1.0
CCOc1ccccc1-c1cc(C(=O)NCc2ccncc2)c2ccccc2n1	5.4
Cc1cc(C(C)(C)C)cc(C)c1CSc1ncnc2nc[nH]c12	2.3
COc1ccc(C)cc1NC(=O)C12CCC(C)(C(=O)C1)C2(C)C (stereo unspecified)	-0.6

(further entries)
| SMILES | RBX1-CUL1 inh |
| --- | --- |
| O=C(COc1ccc(Br)cc1Br)NNC(=O)C1COc2ccccc2O1 (stereo unspecified) | -3.8 |
| Cc1ccc(-c2nc(CCNC(=O)C(=O)Nc3ccc(F)cc3F)cs2)cc1 | -5.3 |
| O=C1/C(=C/c2c(Cl)cccc2Cl)CCC/C1=C\c1c(Cl)cccc1Cl | -4.4 |
| COC(=O)c1c(NC(=O)C2COc3ccccc3O2)sc2c1CCCC2 (stereo unspecified) | -5.5 |
| Cc1ccccc1CNc1nc(N(C)C)nc2c1cnn2C | -5.4 |
| CN(C)C(=O)c1ccc(N2CCC(NC3CCCc4ccccc43)CC2)cc1 (stereo unspecified) | -0.8 |
| Cc1oc(-c2cccc(NC(=O)CCc3cccnc3)c2)nc1CNC(=O)c1cc2ccccc2[nH]1 | 5.1 |
| Cc1ccc(S(=O)(=O)NCCc2cn3ccsc3n2)cc1 | 1.2 |
| Cc1ccc(S(=O)(=O)NNC(=O)c2ccco2)cc1 | -8.4 |
| CC(=O)c1c(C)oc2ccc(OC(=O)c3ccccc3Br)cc12 | 1.9 |
| CCN(CC)C(=O)C1CCCN(c2ccccc2/C=N/Nc2ccc([N+](=O)[O-])cc2S(=O)(=O)N2CCCC(C(=O)N(CC)CC)C2)C1 (stereo unspecified) | 2.9 |
| CCc1ccc(-n2nnc(C(=O)Nc3cccc(C)c3)c2C)cc1 | 4.9 |
| O=C(NCc1ccccn1)C1CC1c1ccccc1 (stereo unspecified) | -3.2 |
| O=C(NC(=O)c1cccnc1)Nc1cccnc1 | -6.5 |
| COc1ccc2cc3cc(C(=O)N4CCN(c5ccc(C(C)=O)cc5)CC4)sc3nc2c1Cl | 7.3 |
| COC(=O)c1ccccc1C(=O)OCC(=O)c1ccccc1 | 1.3 |
| CCOC(=O)C(CC)Oc1ccc2c(C)cc(=O)oc2c1 (stereo unspecified) | 3.2 |
| COC(=O)C1C(C)=NC2C3CCCCC3S(=O)(=O)C2C1c1ccc(O)cc1 (stereo unspecified) | 0.8 |
| O=C(Nc1nc(-c2ccccc2Cl)cs1)c1cccc([N+](=O)[O-])c1 | -12.3 |
| Cc1ccc(NC(=O)CSc2ncc(-c3ccccc3)[nH]2)cc1 | 5.1 |
| CCCCOc1ccc2c(C)c(Cl)c(=O)oc2c1C | -2.2 |
| Cc1ccc(OCC(=O)Nc2nnc(S(=O)(=O)N3CCCCCC3)s2)cc1 | -7.2 |
| Cc1cccc2nc(-c3cccnc3)c(Nc3ccc(C(C)C)cc3)n12 | 6.1 |
| COc1ccc(CCNC(=O)c2nnc(Cc3ccc(Cl)cc3)o2)cc1OC | -13.0 |
| CN(C)c1ncc2c(n1)CCCC2NC(=O)C1CC1 (stereo unspecified) | -3.0 |
| CCOc1ccccc1CNc1ccc(N2CCOCC2)cc1 | 4.5 |
| Cc1cc(C)n(NC(=O)c2c(-c3ccccc3)nn(-c3ccccc3)c2C)c(=O)c1C#N | 11.3 |
| CCOC(=O)C1=C(C)N=c2s/c(=C\c3cccc(OC)c3O)c(=O)n2C1c1ccc(C)cc1 (stereo unspecified) | -5.8 |
| CC1(C)CC(=O)C(=NC(=O)c2ccccc2)C(N2CCN(C3CC(C)(C)CC(=O)C3=NC(=O)c3ccccc3)CC2)C1 (stereo unspecified) | 0.1 |
| Cc1cc(Cl)c(S(=O)(=O)Nc2ccc(Oc3ccccc3)cc2)cc1OCC(N)=O | 4.7 |
| OC(COc1c(F)cc(Br)cc1F)CN1CCN(c2ccccn2)CC1 (stereo unspecified) | 1.6 |
| CN1CCn2ccc3[nH]c(=O)nc1c32 | -6.9 |
| CCC(Oc1ccccc1F)C(=O)Nc1ccccc1C (stereo unspecified) | 4.6 |
| CCCCc1[nH]nc2c1C1(C(=O)N(C)c3ccccc31)C(C#N)C(=N)O2 (stereo unspecified) | -10.6 |
| CC(=O)Nc1ccc(S(=O)(=O)Nc2cccc(-c3ccc(N4CCCCCC4)nn3)c2)cc1 | 6.7 |
| O=C(CSc1ccccc1)Nc1nc(-c2ccc(C3CCCCC3)cc2)cs1 | -0.5 |
| COc1ccc2c(c1)nc(NCCO)n2C | 5.5 |
| CCOc1ccccc1N1CCN(C(=O)Cc2ccccc2OC)CC1 | 9.3 |
| CC(C)c1cc(=O)[nH]c(N2CCN(c3ccccc3)CC2)n1 | 4.0 |
| CCC(C)N1C(=O)S/C(=C/c2ccccc2Br)C1=O (stereo unspecified) | -9.5 |
| O=C(NCC(c1ccc2c(c1)OCO2)N1CCOCC1)C(=O)Nc1ccc(F)cc1F (stereo unspecified) | -2.5 |
| CCN(c1cc(C)cc(C)c1)S(=O)(=O)c1nnc(NC(=O)c2cccc(F)c2)s1 | -6.3 |
| CCn1c2ccccc2c2cc(/C=N/N3CCN(Cc4cccc5ccccc45)CC3)ccc21 | 0.0 |
| CCN1C(=O)C(=Cc2cc(OC)c(O)c(OC)c2)C(=O)N(CC)C1=S | 14.3 |
| COc1ccccc1OCCCCCN1CCOCC1 | -6.9 |
| Cc1cccc(NC(=O)CN2C(=O)C(=O)c3ccccc32)c1 | 7.7 |
| COc1ccc(OC)c(NC(=O)C(C)Oc2ccc(C)cc2C)c1 (stereo unspecified) | -3.9 |
| CCOc1cc(/C=N/Nc2nc(-c3ccccc3)c(C)s2)ccc1OC(=O)c1ccc(C(C)(C)C)cc1 | 2.7 |

5 compounds from above, sorted by SMILES length, low to high.
| SMILES | RBX1-CUL1 inh |
| --- | --- |
| COc1ccccc1OCCCCCN1CCOCC1 | -6.9 |
| CCOc1ccccc1N1CCN(C(=O)Cc2ccccc2OC)CC1 | 9.3 |
| CCN1C(=O)C(=Cc2cc(OC)c(O)c(OC)c2)C(=O)N(CC)C1=S | 14.3 |
| O=C(NCC(c1ccc2c(c1)OCO2)N1CCOCC1)C(=O)Nc1ccc(F)cc1F (stereo unspecified) | -2.5 |
| CCn1c2ccccc2c2cc(/C=N/N3CCN(Cc4cccc5ccccc45)CC3)ccc21 | 0.0 |

Next records.
| SMILES | RBX1-CUL1 inh |
| --- | --- |
| Cn1cc(CN2CCCC(C(=O)N3CCOCC3)C2)c(-c2ccccc2F)n1 (stereo unspecified) | -1.8 |
| O=C(Cc1cccs1)N1CCN(c2ccccc2)CC1 | 3.0 |
| CCOC(O)=c1ccc2c3ccc(=C(O)OCC)cc3[n+]([O-])[n+]([O-])c2c1 | -6.3 |
| N#Cc1ccc(C(=O)Nc2ccccc2-c2nc3ccccc3s2)c(F)c1 | -6.5 |
| Cc1nc2nc(SCC(=O)NC3CCCCC3)nn2c(C)c1Cc1ccccc1Cl | 7.5 |
| CCOC(=O)C(Cc1cnc2c(=O)n(C)c(=O)n(C)c2n1)(NC(C)=O)C(=O)OCC | -7.3 |
| COc1ccccc1N1CCN(CC(=O)N2c3ccccc3CCc3ccccc32)CC1 | 9.3 |
| Cc1ccc(-n2nc(C)c3c(C(=O)Nc4ccc(C)cc4Cl)cc(C)nc32)cc1 | 8.3 |
| O=C(N/N=C/C1CC2CCC1C2)c1ccc(Cl)cc1Cl (stereo unspecified) | 10.6 |
| Cc1cccc(NC(=O)C2CCN(C(=O)c3ccccc3F)CC2)c1C | 6.0 |
| O=C(NNC(=S)Nc1ccccc1)c1cccs1 | 5.6 |
| CCOc1ccc(/C=C/C(=O)Nc2sc3c(c2C(=O)OC)CCCC3)cc1 | -3.0 |
| COC(=O)[C@@H](NC1CCN(c2ccc(NC(=O)c3ccc4c(c3)OCO4)cc2)CC1)c1ccccc1 | 2.7 |
